High-throughput results: PubChem, several laboratories
HIF activator: HIF pathway transcriptional activation | U2OS HRE-luciferase reporter, luminescence; normalized: DMSO 0%, desferrioxamine 100% | activation, % at 7.5 µM (by protocol) | hit rate 0.32% among 300,000;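 active means mean activation of at least 10% of the iron chelator positive control signal, with at least half of replicates also reaching 10%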
TRPC4 PAM: allosteric potentiators of mouse TRPC4 channel; HEK293 TRPC4beta/mu-opioid, DAMGO EC20, Fluo-4 Ca2+ flux; active compounds read high; hit rate 0.42% among 310,000; Q9QUQ5; B-score at 10 µM;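 active means B-score of calcium response area above 5 SD of library B-scores, with initial fluorescence ratio within 5 SD of library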;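 further: B-score of integrated fluorescence ratio over time as area under calcium response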
Target sequence (Q9QUQ5 whole entry, looked up): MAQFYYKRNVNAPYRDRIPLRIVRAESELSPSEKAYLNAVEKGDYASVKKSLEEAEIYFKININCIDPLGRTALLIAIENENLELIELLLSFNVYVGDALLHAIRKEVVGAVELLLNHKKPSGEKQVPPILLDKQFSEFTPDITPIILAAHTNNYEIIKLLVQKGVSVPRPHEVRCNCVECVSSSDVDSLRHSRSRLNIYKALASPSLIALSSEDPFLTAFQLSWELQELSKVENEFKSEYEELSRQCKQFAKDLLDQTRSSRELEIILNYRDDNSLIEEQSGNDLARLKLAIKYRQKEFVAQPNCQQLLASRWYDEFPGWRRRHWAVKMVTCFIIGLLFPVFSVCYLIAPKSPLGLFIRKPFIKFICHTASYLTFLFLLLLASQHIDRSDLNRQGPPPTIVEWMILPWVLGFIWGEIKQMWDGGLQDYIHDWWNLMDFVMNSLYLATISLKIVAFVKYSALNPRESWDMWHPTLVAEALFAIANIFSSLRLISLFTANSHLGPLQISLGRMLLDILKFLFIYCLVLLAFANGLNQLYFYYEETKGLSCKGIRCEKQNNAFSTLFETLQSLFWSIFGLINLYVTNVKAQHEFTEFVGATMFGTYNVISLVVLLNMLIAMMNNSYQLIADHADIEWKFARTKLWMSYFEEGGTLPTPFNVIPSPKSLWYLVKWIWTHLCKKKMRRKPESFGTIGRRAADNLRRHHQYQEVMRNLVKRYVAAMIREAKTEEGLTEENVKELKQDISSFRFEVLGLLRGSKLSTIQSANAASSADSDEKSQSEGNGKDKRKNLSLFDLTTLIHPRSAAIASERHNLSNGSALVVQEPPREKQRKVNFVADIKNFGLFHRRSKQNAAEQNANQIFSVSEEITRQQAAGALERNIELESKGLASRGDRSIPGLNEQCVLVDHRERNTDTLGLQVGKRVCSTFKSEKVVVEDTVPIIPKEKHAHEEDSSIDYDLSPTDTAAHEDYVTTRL
TRPC6 inh: blocks the mouse TRPC6 cation channel. HEK293-TRPC6, membrane potential dye, ACh-evoked depolarization; active compounds read low. B-score at 10 µM. hit rate 1.1% among 310,000;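 active means B-score under library mean minus 3 SD, initial fluorescence not abnormally high, positive integrated signal ratio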;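 further: B-score derived from integrated fluorescence ratio over the kinetic read; more negative B-score means stronger inhibition of depolarization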
KLF5 inh: suppresses KLF5 promoter-driven expression. inhibition, % at 5 µM. hit rate 0.23% among 290,000. DLD-1 KLF5 promoter-luciferase reporter, luminescence. AID 1700;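 active means inhibition above a per-plate limit of that plate's mean compound inhibition plus 3 SD, cut at about 60% in these data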;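 further: 0% = DMSO wells and 100% = LY294002 at 200 µM; higher means less KLF5 promoter-driven luciferase light; inactives centre near -14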
aSyn UTR inh: 5' untranslated region of α-synuclein, MLPCN primary screen; AID 1813; alpha-synuclein 5'UTR reporter, inhibitor activity; hit rate 0.82% among 300,000; inhibition, % (tested at 7.5 µM); in the data active means inhibition above about 60%;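 further: H4 neuroglioblastoma cells stably carrying SNCA 5'UTR luciferase fusion; 0% = DMSO wells and 100% = positive control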
TRPC4 agonist: TRPC4 (mouse) channel activation; B-score at 10 µM; HEK293 TRPC4beta/mu-opioid, Fluo4 calcium fluorescence; active compounds read high; hit rate 0.49% among 310,000; Q9QUQ5;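 active means B-score above 5 SD of library B-scores, and initial fluorescence ratio not above library mean plus 5 SD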;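 further: positive B-score marks a calcium rise read as TRPC4 activation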
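Assay system – TRPC4beta and mu-opioid receptor HEK293 stable cells · Measured by – Fluo4 fluorescence, kinetic · Schedule – dye loading 45 min room temperature, 110 s kinetic read · Read-out – B-scored integrated calcium fluorescence ratio · Controls – buffer and maximal DAMGO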
SKKanGAS inh: blocks kanamycin growth of S. pyogenes SKKanGAS strain. inhibition, % at 7.5 µM. hit rate 1.3% among 300,000. BacTiter-Glo, 6 h;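 active means mean replicate score, as percent of positive control median, at least 50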;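 further: strain carries kanamycin resistance gene driven by streptokinase promoter and grows in 40 µg/ml kanamycin; loss of luminescence reflects streptokinase promoter inhibition or plain growth inhibition; 0% = median of DMSO wells and 100% = positive control at its reference dose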
MrgX1 antagonist: blocks BAM8-22 activation of human MrgX1 receptor | B-score at 10 µM | MRGX1-HEK293 calcium flux, Fluo-4, BAM8-22 antagonism; active compounds read low | AID 588676 | Q96LB2 | hit rate 1.3% among 310,000;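 active means calcium-response B-score plate-corrected more than 3 library SD below zero, starting fluorescence within 5 deviations, no agonist response on first addition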;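 further: peak minus trough fluorescence over baseline after final BAM8-22 challenge near maximal dose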
TRPC4 block: blocks the mouse TRPC4 cation channel; Q9QUQ5; HEK293 TRPC4beta/mu-opioid, DAMGO-evoked Fluo4 calcium flux; active compounds read low; B-score at 10 µM; hit rate 0.39% among 300,000; AID 2247;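 active means B-score over 3 SD under the library average, no early fluorescence shift, positive overall ratio signal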
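Assay system: Stable TRPC4beta/mu-opioid receptor HEK293 cells | Reagent: DAMGO in two steps, submaximal then maximal | Compound dosing: Single concentration per test compound | Signal: Fluo4 Ca2+ flux fluorescence | Evaluation: Per-well B score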
IEC-6 cytotox: IEC-6 cytotoxicity, counter-screen for KLF5 inhibitors | luminescence viability | inhibition, % at 5 µM | hit rate 0.78% among 290,000; in the data active means inhibition above about 22%;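 further: 0% = plate median of test compound wells and 100% = cytotoxic reference compound wells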
TRPC6 act: activates the mouse TRPC6 cation channel; Q61143; HEK293-TRPC6 membrane potential dye fluorescence; active compounds read high; B-score at 10 µM; hit rate 0.13% among 310,000; AID 2550;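 active means B-score of the integrated fluorescence ratio above library mean plus 3 SD, and starting fluorescence ratio within library mean plus 5 SD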;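 further: higher score means more depolarization so channel activation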
The depositor's hits bear a star; i = inactive; nt = no result given.

SMILES	HIF activator	TRPC4 PAM	TRPC6 inh	KLF5 inh	aSyn UTR inh	TRPC4 agonist	SKKanGAS inh	MrgX1 antagonist	TRPC4 block	IEC-6 cytotox	TRPC6 act
COc1cccc(C(=O)NN2C(=O)C3C4C=CC(O4)C3C2=O)c1 (stereo not drawn)	-0.3	i	i	-11.9	9.7	i	-14.9	i	i	4.5	i
Cc1sc2ncnc(N3CCN(Cc4ccccc4)CC3)c2c1-c1ccc(F)cc1	0.5	i	i	-8.0	46.0	i	23.6	i	i	-1.2	i
O=C(c1ccc(Cl)c(S(=O)(=O)N2CCCC2)c1)N1CCN(c2ccc(F)cc2)CC1	-0.2	i	i	-21.0	-6.6	i	11.5	i	i	-5.9	i
CCNC(=O)CN1C(=O)NC(Cc2ccccc2)(Cc2ccccc2)C1=O	-0.1	i	i	-8.3	9.9	i	4.9	i	i	5.9	i
O=C1CC[C@@H](O)CCN1CC[C@H](Sc1ccccc1)c1ccccc1	1.6	i	i	5.8	-6.5	i	-0.8	i	i	-0.5	i
CC(C)(C)C(=O)NC(=S)NNC(=O)C(c1ccccc1)c1ccccc1	0.1	i	i	-4.3	38.8	304*	9.8	i	i	14.4	i
COc1cc(C#CC#CCN2CCCCC2)ccc1O	0.3	i	i	-40.7	-80.7	i	7.6	i	i	-4.2	i
CC(=O)c1c(C(C)=O)c(C)n(-c2cccc([N+](=O)[O-])c2)c1C	0.8	i	i	-18.6	8.6	i	1.3	i	i	-1.2	i
Cc1ccc(C(C(=O)NC2CCCC2)N(Cc2ccc3c(c2)OCO3)C(=O)Cc2cccs2)cc1 (stereo not drawn)	-0.1	i	i	-47.5	-1.9	i	-2.7	i	i	-0.7	i
COc1ccc(Br)cc1CNC(=O)Cc1cccs1	-0.3	i	i	-23.8	-14.2	i	-0.1	i	i	2.4	i

In another format: results already given
CC(C)(C)C(=O)NC(=S)NNC(=O)C(c1ccccc1)c1ccccc1
  HIF activator = 0.1 | TRPC4 PAM = i | TRPC6 inh = i | KLF5 inh = -4.3 | aSyn UTR inh = 38.8 | TRPC4 agonist = 304* | SKKanGAS inh = 9.8 | MrgX1 antagonist = i | TRPC4 block = i | IEC-6 cytotox = 14.4 | TRPC6 act = i
COc1cc(C#CC#CCN2CCCCC2)ccc1O
  HIF activator = 0.3 | TRPC4 PAM = i | TRPC6 inh = i | KLF5 inh = -40.7 | aSyn UTR inh = -80.7 | TRPC4 agonist = i | SKKanGAS inh = 7.6 | MrgX1 antagonist = i | TRPC4 block = i | IEC-6 cytotox = -4.2 | TRPC6 act = i

Carrying on.
SMILES	HIF activator	TRPC4 PAM	TRPC6 inh	KLF5 inh	aSyn UTR inh	TRPC4 agonist	SKKanGAS inh	MrgX1 antagonist	TRPC4 block	IEC-6 cytotox	TRPC6 act
COc1ccccc1CCNC(=O)C(=O)NCC1OCCN1S(=O)(=O)c1ccc(C)cc1 (stereo not drawn)	-0.1	i	i	-1.4	-6.2	i	-2.6	i	i	3.0	i
CCOC(=O)COc1ccc2c(=O)c(-c3ccc(OC)c(OC)c3)c(C(=O)OCC)oc2c1	-0.2	i	i	-24.0	0.5	i	12.0	i	i	-8.6	i
CC(=O)c1c(C)[nH]c(C(=O)Nc2cc(C)cc(C)c2)c1C	0.2	i	i	-30.9	-77.6	i	-9.4	i	i	-0.6	i
CC(NC(=O)Nn1cnnc1)(C(F)(F)F)C(F)(F)F	-0.4	i	i	-31.5	-3.8	i	-16.7	i	i	-0.3	i
CCc1nccn1CCC(=O)NC1CCCc2c1cnn2-c1ccc(F)cc1F (stereo not drawn)	-0.3	i	i	-7.0	-11.1	i	0.6	i	i	5.9	i
Clc1ccc(C2[C@H]3CN(Cc4cccnc4)[C@H](c4ccccc4)C34CC2(c2cccnc2)C4)cn1 (stereo partly drawn)	0.1	i	i	nt	-19.9	i	6.3	i	i	nt	i
CCC(c1nnnn1C1CCCC1)N(Cc1cccs1)Cc1cc2cc(C)ccc2[nH]c1=O (stereo not drawn)	-0.2	i	i	-5.5	-12.1	i	25.6	i	i	-6.1	i
CCCCNC(=O)CCCn1c(=O)[nH]c2ccc(Br)cc2c1=O	-0.1	i	i	-4.2	7.0	i	10.6	i	i	6.7	i
O=C1CN(S(=O)(=O)c2cc(Cl)ccc2Cl)CCN1	-0.3	i	i	-22.5	9.5	i	-3.4	i	i	-1.6	i
CCCCS(=O)(=O)Nc1ccc(N2CCOCC2)c(S(=O)(=O)N2CCOCC2)c1	-0.2	i	i	-27.9	9.0	i	-0.7	i	i	-7.1	i
CCC(=O)Nc1nnc(S(=O)(=O)N(C)c2cc(C)cc(C)c2)s1	-0.2	i	i	-4.9	9.2	i	2.7	i	i	0.8	i
COc1cc(OC)cc(C(=O)N[C@H](C(=O)OCC(=O)Nc2ccc(C(N)=O)cc2)C(C)C)c1	-0.2	i	i	22.1	6.7	i	4.0	i	i	7.1	i
Cc1cc(C)n2c(SCc3ccccc3Cl)nnc2n1	-55.3	i	i	-52.1	-21.2	i	21.9	i	i	3.2	i
CC1CN(CCCCSc2ccccc2)CC(C)O1 (stereo not drawn)	-0.2	i	i	-12.1	1.3	i	-15.0	i	i	5.8	i
Cc1cc(SCC(=O)OCC(=O)N2CCN(C(=O)c3ccco3)CC2)c(C)cc1Br	-0.4	i	i	-13.2	5.2	i	-1.0	i	i	-2.5	i
CCN1CCCC1CNCc1cccc(OC)c1OCc1ccccc1 (stereo not drawn)	-0.2	i	i	-15.5	-13.9	i	-0.4	i	i	1.1	i
O=C1C2C3C=CC(CC3)C2C(=O)N1c1ccc2c(c1)OCO2 (stereo not drawn)	-0.3	i	i	3.5	0.3	i	-13.8	i	i	-2.7	i
N#CCCN(CCN1CCCC1)S(=O)(=O)c1ccc(-c2ccc([N+](=O)[O-])cc2)cc1	0.3	i	-7.77*	-33.7	6.9	i	13.2	i	i	4.4	i
Cc1ccc(CNC(=O)CCCn2nc(C)c3c(C)n(-c4ccccc4)nc3c2=O)cc1	-0.2	i	i	-15.4	12.7	i	4.2	i	i	-3.2	i
CC(=O)NC12CC3CC(C1)CC(C(=O)Nc1nccs1)(C3)C2	0.0	i	i	-29.5	3.0	i	-0.1	i	i	1.9	i
COc1ccc(CNC(=O)CN(C(=O)c2cc3sccc3n2C)C2CCCC2)cc1	-0.5	i	i	-25.3	15.4	i	-0.7	i	i	-2.8	i
COC(=O)c1cn(NC(=O)c2cnccn2)c(=O)c2ccccc12	-0.6	i	i	-33.8	4.3	i	2.3	i	i	6.3	i
COc1ccc(C2=CC(=O)OC3(CCCCC3)O2)cc1	-0.1	i	i	-3.2	-1.2	i	2.8	i	i	0.3	i
Cc1ccc(S(=O)(=O)Nc2cccc3ncccc23)cc1	0.0	i	i	-42.7	21.2	i	0.3	i	i	1.7	i
Cc1ccc(CNC(N)=S)cc1	0.3	i	i	-10.1	1.8	i	0.3	i	i	2.3	i
CCOC(=O)c1ccc(NC(=O)C2COc3ccccc3O2)cc1 (stereo not drawn)	0.4	i	i	-41.5	-46.0	i	-2.0	i	i	-6.1	i
O=C(CO/N=C/c1ccc(OC(F)F)cc1)N1CCc2ccccc21	0.3	i	i	0.1	-10.4	i	-1.6	i	i	0.1	i
O=C(c1cc(-c2ccccc2)on1)N1CCCC1	0.2	i	i	-145.8	-60.4	i	3.0	i	i	-1.1	i
COc1ccccc1/C=C1\SC(N2CCC(C)CC2)=NC1=O	2.9	i	i	-38.8	-94.1	i	4.8	i	i	4.1	i
Cc1ccc(C(=O)N/C(=C\c2cccs2)C(=O)NCCCN2CCOCC2)cc1	0.4	i	i	-22.8	-8.4	i	-2.3	i	i	-1.9	i
CCCC(=O)Nc1c(O)c2ccccc2[nH]c1=O	-0.4	i	i	-17.1	0.4	i	-0.3	i	i	2.5	i
O=C1CCC2CCCCC2(O)O1 (stereo not drawn)	0.0	i	i	-12.3	9.4	i	-6.6	i	i	-3.9	i
CC(=O)c1ccc(-c2nc3ccccc3n2C)o1	3.6	i	i	-101.7	-142.5	i	-1.8	i	i	3.3	i
Cc1ccc(OCC(=O)Nc2nnc(S(=O)(=O)N3CCCCC3)s2)cc1	0.6	i	i	-35.9	3.8	i	-28.6	i	i	-8.6	i
O=C(N1CCN(c2cccc(Cl)c2)CC1)C1(c2cccs2)CCOCC1	1.3	i	i	-14.9	17.4	i	-2.1	i	i	2.3	i
O=C(CSc1nnc2ccccn12)c1ccc(Cl)cc1	2.6	i	i	-33.6	-67.4	i	-16.4	i	i	1.0	i
Cc1nc2ncnn2c(C)c1CCC(=O)NCCC1=CCCCC1	-0.1	i	i	6.8	-6.5	i	2.4	i	i	8.7	i
CCOc1ccccc1N1CCN(Cc2ccc(OC)c(OC)c2OC)CC1	-0.7	i	i	-8.2	19.3	i	-4.0	i	i	9.0	i
COc1cc(C(=O)Nc2ccc(S(=O)(=O)Nc3onc(C)c3C)cc2)cc(OC)c1OC	-0.2	i	i	-15.1	7.2	i	0.5	i	i	0.7	i
CCOP(=O)(OCC)c1nc(-c2ccc(Cl)cc2Cl)oc1N1CCOCC1	-0.7	i	i	1.1	36.0	i	-12.3	i	i	5.7	i
CC(=O)C1=C(C)NC(=O)NC1c1cc(Br)ccc1OCC(N)=O (stereo not drawn)	0.3	i	i	-25.4	13.0	i	-6.0	i	i	2.5	i
CCOCCCNC(=O)C(Cc1ccccc1)NC(=O)c1ccco1 (stereo not drawn)	-0.4	i	i	-13.8	24.6	i	-1.2	i	i	-6.2	i
Cc1cc(C(=O)N2CCc3ccccc32)n(-c2ccccc2)n1	2.0	i	i	-2.0	-6.9	i	0.7	i	i	3.3	i
O=c1c2cc(-c3ccccc3)sc2ncn1-n1cccc1	-20.8	i	i	-95.2	-254.8	i	-5.3	i	i	2.1	i
CCc1ccc(CN(C)C(C)C(=O)NCc2ccccc2)cc1 (stereo not drawn)	0.1	i	i	-24.1	-22.8	i	1.6	i	i	-3.0	i
CN(Cc1cn[nH]c1-c1ccc2c(c1)OCO2)C1CCOCC1	0.1	i	i	-1.8	-18.9	i	9.0	i	i	1.1	i
COc1ccc(C(=O)Nc2nc3ccccc3s2)c(OC)c1	-2.8	i	i	101.0*	79.2*	i	53.2*	i	i	21.8	i
Cc1ccc(C2(C)CC(C)(C)N(C(=O)CSc3nnc(C)s3)c3ccccc32)cc1 (stereo not drawn)	-23.4	i	i	0.8	16.7	i	3.2	i	i	7.6	i
CC1(C)CCC[C@@]2(C)CC=C(C(=O)O)[C@@H]3C[C@]312	-0.1	i	i	nt	2.1	i	-1.2	i	i	nt	i
O=C(O)c1cccc(NS(=O)(=O)c2cc(S(=O)(=O)c3ccc(Cl)cc3)ccc2Cl)c1	0.3	i	i	-18.7	-18.3	i	-3.5	i	i	-3.4	i
CCN(CCO)Cc1cn[nH]c1-c1ccc(C)c(C)c1	-0.5	i	i	-85.9	-8.2	i	4.2	i	i	0.2	i
